AmpC inh no detg: AmpC beta-lactamase inhibition without detergent; P00811; AmpC nitrocefin hydrolysis, absorbance 480 nm, 0.0001% Triton; Potency, µM (top dose mostly 57.1 µM), for the others: top-dose activity change, negative = inhibition, hits mostly inhibitors; 330,000 tested, 0.52% active; AID 485341;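 further: potency means the concentration at half of the fitted maximal effect; plate controls were no compound for no effect and no enzyme for full effect; nearly all actives have a fitted effect of over 20% in size; some results filed as inactive show a strong effect at the top dose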
Target sequence (P00811 whole entry, looked up): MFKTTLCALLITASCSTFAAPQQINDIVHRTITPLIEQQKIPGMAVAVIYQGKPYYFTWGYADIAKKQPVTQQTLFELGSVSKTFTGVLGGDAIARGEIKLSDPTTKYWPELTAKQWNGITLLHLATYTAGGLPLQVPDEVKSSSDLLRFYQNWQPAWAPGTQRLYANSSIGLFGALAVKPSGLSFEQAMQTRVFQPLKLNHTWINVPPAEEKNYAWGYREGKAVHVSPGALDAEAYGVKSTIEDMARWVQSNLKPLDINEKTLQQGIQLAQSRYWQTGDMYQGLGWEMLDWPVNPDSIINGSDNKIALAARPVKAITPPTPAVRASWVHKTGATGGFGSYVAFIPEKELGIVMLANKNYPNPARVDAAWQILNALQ
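20 mM phosphate pH 7.0 + 0.01% (detergent screen) or 0.0001% Triton X-100; 5.3 nM AmpC reagent; cpd preinc 15 min RT; nitrocefin (800 uM stock) to start; A480 q20 s × 4 min; Activity was normalised to no-enzyme and no-compound control wells.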
Giardia FBPA inh: Giardia lamblia aldolase inhibition | 290,000 tested, 0.71% active | Potency, µM (series often up to 59.6 µM), for the others: at the top dose activity, negative = inhibition, usual class: inhibitors | A8B2U2 | purified Giardia FBPA; further: potency means the concentration at half of the fitted maximal effect; nearly all actives have a fitted effect of over 55% in size
Target sequence (A8B2U2 whole entry, looked up): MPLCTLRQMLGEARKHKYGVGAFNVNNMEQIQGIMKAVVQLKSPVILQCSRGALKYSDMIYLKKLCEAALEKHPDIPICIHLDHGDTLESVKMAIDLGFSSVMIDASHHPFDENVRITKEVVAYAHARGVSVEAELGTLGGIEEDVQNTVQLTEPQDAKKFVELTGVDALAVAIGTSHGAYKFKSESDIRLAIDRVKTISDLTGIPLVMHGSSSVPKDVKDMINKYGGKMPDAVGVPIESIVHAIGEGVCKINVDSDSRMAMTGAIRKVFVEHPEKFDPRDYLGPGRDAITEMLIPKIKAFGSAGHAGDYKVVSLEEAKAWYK
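Giardia FBPA (40 nM reagent) was preincubated 10 min at RT with compound (up to 57.5 uM final), then substrate plus GAPDH/TPI/NAD/arsenate coupling system with diaphorase/resazurin was added; resorufin fluorescence (525/598 nm) was read after 20 min.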
AmpC detergent: inhibitors of E. coli AmpC beta-lactamase with detergent; P00811; AmpC hydrolysis of nitrocefin, absorbance 480 nm, 0.01% Triton; Potency, µM (top dose mostly 114 µM), inactives show at the top dose activity change, negative = inhibition, actives largely listed as inhibitors; 370,000 tested, 0.041% active; AID 485294;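 further: potency means the concentration at half of the fitted maximal effect; 0% = no-compound wells and -100% = no-enzyme wells; nearly all actives have a fitted effect of over 25% in size; some results filed as inactive show a strong effect at the top dose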
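20 mM phosphate pH 7.0 + 0.01% (detergent screen) or 0.0001% Triton X-100; 5.3 nM AmpC reagent; cpd preinc 15 min RT; nitrocefin (800 uM stock) to start; A480 q20 s × 4 min; Activity was normalised to no-enzyme and no-compound control wells.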
Sm TGR inh: blocks Schistosoma mansoni thioredoxin glutathione reductase; purified TGR, DTNB reduction, TNB absorbance 405 nm; AID 485364; 360,000 tested, 3% active; Q962Y6; Potency, µM (doses to about 114 µM), for the others: at the top dose activity change, negative = inhibition, hits mostly inhibitors; further: potency means the concentration at half of the fitted maximal effect; nearly all actives have a fitted effect of over 60% in size
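Kinetic colorimetric format: TGR-catalysed, NADPH-driven DTNB reduction monitored via TNB absorbance. Enzyme dispensed at 20 nM; compound exposure 15 min at room temperature before reaction start.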
HCMV antiviral: human cytomegalovirus inhibition. 410,000 tested, 4.5% active. HFF cells, HCMV-luciferase reporter, 72 h; active compounds read low. activity change, negative = inhibition, % at 57.5 µM; in the data active means activity change below about -60%; inconclusive means no clear call, values can overlap the other calls; inactive means above about -39%
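Luciferase read-out from HCMV-luciferase-infected HFFs (MOI 1 PFU/cell) 72 h post infection at 37C; compounds added after 16 h cell attachment; activity normalized between buffer-only basal and Salinomycin (10uM) inhibitor controls.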
AMA1 RON2 block: inhibitors of Plasmodium falciparum AMA1-RON2 interaction; AlphaScreen AMA1-biotinylated RON2 peptide binding; Potency, µM (titrated, usually from 58.2 µM), without a hit: top-dose activity change, negative = inhibition, hits mostly inhibitors; 360,000 tested, 0.2% active; AID 720542;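 further: potency means the concentration at half of the fitted maximal effect; 0% = vehicle wells and -100% = peptide control; nearly all actives have a fitted effect of over 45% in size; some results filed as inactive show a strong effect at the top dose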
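AMA1 (3D7) with his tag at 25 nM final met compounds first, then biotinylated RON2 peptide at 25 nM; detection used donor plus acceptor beads, 10 µg/mL apiece, read by AlphaScreen after 30 min at room temperature.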
Starred values were filed as active, the others as inactive; ? = inconclusive; nt = no result given; [ ] = another dose, or the depositor's remark. Unless noted, the call rests on the fitted dose curve; in most records, active means well fitted curve in the direction sought with a large enough effect; inconclusive means small, poorly fitted or top-dose-only effect, or another doubt; inactive means no such curve, though single readings can be large; an effect the other way counts as inactive or inconclusive. Unless noted, on the % scale 0 is the no-effect control and ±100 the full control effect.

molecule	AmpC inh no detg	Giardia FBPA inh	AmpC detergent	Sm TGR inh	HCMV antiviral	AMA1 RON2 block
C#CCOCCOCCOCCNc1nc(N2CCOCC2)nc(N2CCN(C(=O)[C@H](CCCN=C(N)N)n3cc(C(N)[C@@H](C)CC)nn3)CC2)n1 (stereo partly specified)	31%	nt	nt	nt	-32	2%
CCOC(=O)N1CCc2c(sc3c2c(=O)n(-c2ccc(CC)cc2)c(=O)n3CC(=O)Nc2ccc(C)cc2)C1	nt	nt	-3%	-5%	?	nt
O=C(NCCOc1ccccc1)C1CCC(=O)N(CCc2ccc(Cl)cc2)C1 (stereo unspecified)	193%[activator]	nt	2%	-20%	nt	-2%
Cc1ccc(CCNC(=O)CCn2nc(-c3ccccc3)ccc2=O)cc1	nt	nt	-4%	0%	-22	nt
Cc1cccc(N2CC(O)(c3cccs3)[N+]3=C2CCCCC3)c1 (stereo unspecified)	74%[activator]	2%	?	-9%	-18	1%
NNc1nc2c(F)cccc2s1	-40%	-13%	?	-6%	5	-8%
CCNc1nc(C)nc2c1oc1ccccc12	-14%	-6%	-16%	-28%	-9	-6%
COc1ccc(NC(=O)c2ccccc2N(Cc2ccccc2)S(C)(=O)=O)c(OC)c1	33%	4%	?	3%	3	-2%
CCNc1nc(NCC)n2c(SCC(=O)c3ccccc3F)nnc2n1	-8%	1%	-11%	-1%	-25	-3%
O=S(N1CCc2ccccc21)C12CC3CC(CC(C3)C1)C2 (stereo unspecified)	6%	18%	-8%	-8%	?	-5%
Cc1sc(NC(=O)c2ccccc2F)c(CN2CCCCC2)c1C	-29%	3%	2%	-8%	71	-22%
CC1(C)NC(=O)N(CCCCOc2ccc3ccccc3c2Cl)C1=O	127%[activator]	-8%	-10%	-35%	60	-14%
Nc1n[nH]c2ccccc12	-28%	5%	-4%	1%	10	-6%
COc1ccccc1C(=O)NC(=O)COC(=O)CNC(=O)c1ccc(Cl)cc1Cl	-10%	nt	-16%	-5%	7	15%
CC(=O)c1ccc(N2CCN(CC(=O)NC(=O)NCc3ccccc3)CC2)cc1	-15%	nt	5%	-6%	0	7%
Cc1ccc(C)c(OCc2nnc(NC(=O)c3ccc4c(c3)OCO4)s2)c1	-16%	3%	-8%	0%	-34	-4%
Cc1ccc(Sc2nc(-c3ccccc3)nnc2C(F)(F)F)cc1	-9%	-5%	-11%	-19%	1	10%
c1csc(-c2ccc(N3CCOCC3)nn2)c1	-8%	0%	5%	2%	-9	19%
Cc1ccc(CCNC(=O)c2cc3c(s2)-c2ccccc2OC3)cc1	nt	nt	-12%	2%	-89*	nt
CCN(CC)C(c1ccc(C)cc1)c1nnnn1C1CCCCC1 (stereo unspecified)	32%	-4%	3%	4%	-34	-2%
COc1ccc(CCNC(=O)Cn2nnc(-c3cccs3)n2)cc1OC	-12%	1%	-4%	5%	-26	11%
CCCOc1ccc(C2c3c(-c4c(C)cc(C)cc4O)n[nH]c3C(=O)N2CCO)cc1 (stereo unspecified)	nt	nt	-4%	2%	9	nt
CCN(CC)c1ccc(/C=N/NC(=O)CC(C)C)cc1	-36%	-2%	-4%	3%	-33	-10%
C=C(C)CNC(=S)N/N=C\c1ccc2c(c1)OCO2	-15%	0%	-2%	6%	-38	90%[activator]
O=C(CCc1ccccc1)Nc1cccc(S(=O)(=O)N2CCOCC2)c1	-18%	nt	nt	nt	0	-8%
CN1CCN(S(=O)(=O)c2cccc(C(=O)NCc3ccccc3Cl)c2)CC1	-10%	0%	4%	30%	-17	-7%
Cc1ccc(S(=O)(=O)N2CCN(C(=O)COC(=O)COc3cccc4c3OC(C)(C)C4)CC2)cc1	106%[activator]	nt	?	1%	-15	-17%
CCOC(=O)C1=C(c2ccccc2)OC(N)=C(C#N)C1c1cccs1 (stereo unspecified)	-28%	-17%	5%	45µM*	14	6%
Cc1cccc(NC(=O)CSc2nnc(-c3ccco3)o2)c1	-5%	1%	1%	-3%	nt	-8%
COc1cccc(NC(=O)CSc2nnc(-c3cccs3)o2)c1	nt	nt	-2%	-8%	266	nt
C/C(=C1/SC(N2CCOCC2)=NC1=O)c1ccc(Cl)cc1	-3%	5%	-11%	5%	-37	6%
Cc1nc2c3ccccc3[nH]c(=O)n2n1	-13%	-1%	2%	3%	-5	-11%
CC(C)(C)/C=N/NC(=O)C1CC1	-12%	-1%	5%	24%	-32	12%
CN(C1CCCCC1)S(=O)(=O)c1ccc2c(c1)c(=O)c(C(=O)N1CCN(c3ccc(F)cc3)CC1)cn2C	nt	nt	-3%	-15%	14	nt
CC(=O)Nc1cccc(Oc2ccc([N+](=O)[O-])cc2Cl)c1	0%	-30%	-9%	-12%	-35	13%
COc1cccc2c1Oc1ncccc1N(c1ccc(C(=O)NCc3cccc(C)c3)s1)C2	nt	nt	2%	-7%	-25	nt
COc1cccc(CSc2nc3n(n2)C(c2cccc(F)c2)C(C(=O)Nc2ccccc2C)=C(C)N3)c1 (stereo unspecified)	nt	nt	6%	2%	6	nt
Cc1ccc(NC(=O)c2cc(-c3cc(C)c(C)cc3O)n[nH]2)cc1C	-21%	5%	3%	3%	-40	39%
COCCCNC(=O)/C=C/c1c(Cl)cccc1Cl	-12%	-1%	-10%	2%	-3	12%
Cc1cc(C)cc(N2C(=O)CSC23C(=O)N(CC(N)=O)c2ccccc23)c1 (stereo unspecified)	nt	nt	-1%	9%	1	nt
CC(C)c1[nH]nc2c1C(C(C)C)C(C#N)=C(N)O2 (stereo unspecified)	-17%	-8%	?	-7%	66	-20%
Cc1ccc(S(=O)(=O)N2CCCCC2)cc1NC(=O)CN1C(=O)c2ccccc2S1(=O)=O	-55%	nt	nt	nt	-6	16%
O=C(CSc1nnc(-c2cccnc2)o1)Nc1cccc(Cl)c1	-23%	nt	-2%	4%	51	19%
COc1cccc(NC(=O)CN(C)S(=O)(=O)c2ccc(C)cc2)c1	-15%	1%	-14%	-2%	9	24%
COc1ccc(S(=O)(=O)N/N=C/c2ccc(OCCN3CCOCC3)c(OC)c2)cc1	30%	1%	-13%	-24%	-3	18%
Cc1csc(N(C(=O)c2cccc(S(=O)(=O)N(C)C)c2)c2ccccc2)n1	65%[activator]	-1%	-10%	-12%	-3	29%
CCOC(=O)Cc1nnc(-c2ccccc2)o1	-32%	2%	4%	0%	-4	44%[activator]
Cc1ccc(C2c3c(oc4cc(C)c(C)cc4c3=O)C(=O)N2CCCN2CCOCC2)cc1 (stereo unspecified)	126%[activator]	-2%	?	?	4	5%
Cc1ccc(S(=O)(=O)N2CCN(Cc3cccnc3)CC2)cc1	-9%	nt	1%	7%	29	-17%
COc1ccc(CCC(=O)NCC23CC4CC(CC(C4)C2)C3)cc1	-4%	-1%	0%	-5%	-10	3%
O=C(Cn1cccc1C(=O)c1ccccc1)NCCN1CCOCC1	-13%	-2%	?	0%	16	3%
c1ccc(-c2ncc3c(ccc4ccccc43)n2)cc1	-11%	1%	?	3%	?	-5%
COc1cc([N+](=O)[O-])ccc1NC(=O)c1nc2ccccc2n(C)c1=O	nt	nt	9%	1%	20	nt
COC(=O)c1ccc(CSc2nc3c(cnn3-c3ccc(C)c(C)c3)c(=O)[nH]2)o1	-18%	-2%	7%	?	-27	-11%
COC(=O)c1cccc(S(=O)(=O)N2CCC(NC(=O)NC34CC5CC(CC(C5)C3)C4)CC2)c1	-11%	1%	-3%	-10%	14	-3%
COC(=O)c1[nH]c2cccc(Cl)c2c1NC(=O)CN1CCCCC1C (stereo unspecified)	79%[activator]	-2%	12%	-2%	-29	18%
O=C(CNS(=O)(=O)c1ccc(Cl)cc1)NC1CCCCC1	-31%	nt	-2%	-1%	0	-5%
CCOC(=O)C1CCN(c2c(NCCN3CCN(c4ccccc4)CC3)c(=O)c2=O)CC1	-22%	3%	-3%	-15%	19	-1%
COc1ccc(Cl)cc1NC(=O)c1ccc2c(c1)CCN2S(C)(=O)=O	nt	nt	20%	0%	?	nt
O=C(N/N=C/c1ccco1)c1ccc(NC(=O)c2ccccc2Cl)cc1	-38%	0%	3%	-11%	-14	2%

Remaining list, next part:
molecule	AmpC inh no detg	Giardia FBPA inh	AmpC detergent	Sm TGR inh	HCMV antiviral	AMA1 RON2 block
Cc1ccc(C)c(NC(=O)CSc2ncc3c(n2)-c2ccc(Cl)cc2N(C)S3(=O)=O)c1	nt	nt	-8%	-1%	42	nt
CC1CCCC(NS(=O)(=O)c2cccc3nsnc23)C1C (stereo unspecified)	-21%	11%	-10%	2%	-20	15%
Cc1ccc(Cl)cc1NC(=O)CCc1c(C)nc2c3cccnc3nn2c1C	nt	nt	0%	1%	-8	nt
Cc1ccc(Nc2nc3ccccc3n3cnnc23)c(Cl)c1	-15%	6%	-22%	9%	78	-1%
CCn1nc(NC(=O)Cc2ccc(OC)cc2)c2cc3cc(C)ccc3nc21	-22%	-11%	0%	19%	81	10%
Cc1ccc(OCC(=O)Nc2ccc(S(=O)(=O)N3CCOCC3)cc2)c([N+](=O)[O-])n1	1%	0%	?	-1%	-33	0%
O=C1CC(c2nc(-c3ccc(Cl)cc3)no2)CN1c1ccc2c(c1)OCCO2 (stereo unspecified)	nt	nt	2%	-1%	2	nt
c1ccc(OCCn2c(COc3ccccc3)nc3ccccc32)cc1	nt	nt	-3%	-5%	26	nt
Cc1ccccc1-n1ccnc1SCC(=O)NCC1CCCO1 (stereo unspecified)	1%	nt	3%	-2%	-31	-6%
COc1ccccc1Nc1cc(C)nc2nc(-c3ccccc3)nn12	nt	nt	-4%	-4%	-86*	nt
Cc1ccc(-c2noc(CCC(=O)NCCN3CCN(Cc4ccccc4)CC3)n2)cc1	148%[activator]	8%	-10%	6%	?	-3%
COCCn1ccc2c(OCC(=O)Nc3cccc(NC(C)=O)c3)cccc2c1=O	-3%	nt	-11%	-8%	5	-9%
CC1=NN(c2nc(-c3ccccc3)cs2)C(=O)C1N=Nc1ccccc1 (stereo unspecified)	-22%	-5%	2%	8%	-9	31%[activator]
CC(C)OCCCNC(=S)NNC(=O)C(c1ccccc1)c1ccccc1	-38%	3%	-3%	-5%	4	9%
COC(=O)c1[nH]c2ccc(C)cc2c1NC(=O)CN1CCc2cc(OC)c(OC)cc2C1	136%[activator]	-6%	-3%	5%	-11	-6%
CCn1nc(C(=O)Nc2ccc(S(=O)(=O)Nc3ncccn3)cc2)c2ccccc2c1=O	-21%	16%	0%	10%	392	-18%

Arranged by molecular weight (rising): some entries from above
molecule	AmpC inh no detg	Giardia FBPA inh	AmpC detergent	Sm TGR inh	HCMV antiviral	AMA1 RON2 block
Cc1ccc(Nc2nc3ccccc3n3cnnc23)c(Cl)c1	-15%	6%	-22%	9%	78	-1%
Cc1ccc(OCC(=O)Nc2ccc(S(=O)(=O)N3CCOCC3)cc2)c([N+](=O)[O-])n1	1%	0%	?	-1%	-33	0%
COC(=O)c1[nH]c2ccc(C)cc2c1NC(=O)CN1CCc2cc(OC)c(OC)cc2C1	136%[activator]	-6%	-3%	5%	-11	-6%

Assay outcomes as filed in PubChem.
